Compound activity deposited in PubChem by National Center for Advancing Translational Sciences (NCATS).
MBNL1-CUG inh = blocks human MBNL1 binding to CUG repeat RNA. 280,000 compounds, 0.036% hits. Q9NR56. TR-FRET MBNL1-His/biotin-(CUG)12 binding, 665/545 ratio. Potency, µM (highest dose often 57.5 µM), inactives show at the highest dose activity change, negative = inhibition, most hits filed as inhibitors; active = well fitted inhibition curve with a large enough effect in the signal ratio, with a control signal flat, not every such curve was filed as active; inconclusive = small, poorly fitted or top-dose-only effect, or effect the other way, or a change in a side signal; inactive = no such curve, though single readings can be large or run the other way; the % refers to the signal ratio; note: potency is the fitted concentration of half-maximal effect; % is set by controls: 0 for no effect and ±100 for the full control effect
Target sequence (Q9NR56 whole entry, looked up): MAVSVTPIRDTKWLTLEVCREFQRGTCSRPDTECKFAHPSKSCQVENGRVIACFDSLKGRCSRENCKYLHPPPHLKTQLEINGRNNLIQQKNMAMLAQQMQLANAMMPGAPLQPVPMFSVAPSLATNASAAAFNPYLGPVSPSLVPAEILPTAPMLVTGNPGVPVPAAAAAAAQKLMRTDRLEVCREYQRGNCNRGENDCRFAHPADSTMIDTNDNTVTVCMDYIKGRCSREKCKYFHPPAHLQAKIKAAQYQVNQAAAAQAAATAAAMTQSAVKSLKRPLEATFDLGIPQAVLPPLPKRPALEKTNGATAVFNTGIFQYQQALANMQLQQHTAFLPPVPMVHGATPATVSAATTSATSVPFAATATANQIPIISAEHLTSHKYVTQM
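MBNL1-His + Biotin-(CUG)12, cpd titration 92 nM–58 uM; Tb anti-His Ab 0.055 ng/ul, SA-XL665 5 nM (final); 60 min RT; ratiometric 665/545 nm, Ex 340 nm; normalized to buffer and full-complex controls.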
VP16 counter = inhibits Gal4-VP16 luciferase reporter, ROR gamma counter-screen. Drosophila S2 Gal4-VP16 UAS-luciferase, luminescence, 20 h. Potency, µM (highest dose often 53.6 µM), for inactives: top-dose activity, negative = inhibition, hits mostly inhibitors. 310,000 compounds, 3.5% hits. AID 2546;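 note: Gal4-VP16 expression switched on by copper sulfate through the metallothionein promoter; potency is the fitted concentration of half-maximal effect; % is set by controls: 0 for no effect and ±100 for the full control effect; nearly all actives have a fitted effect of over 50% in size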
RORgamma inh = ROR gamma (mouse) transcription inhibition; P51450; Drosophila S2 Gal4-RORgamma UAS-luciferase reporter, 20 h; Potency, µM (highest dose often 53.6 µM), for inactives: at the highest dose activity change, negative = inhibition, hits mostly inhibitors; 310,000 compounds, 5.4% hits; AID 2551; note: potency is the fitted concentration of half-maximal effect; % is set by controls: 0 for no effect and ±100 for the full control effect; nearly all actives have a fitted effect of over 60% in size
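ROR gamma transcriptional activity was tracked as Gal4-UAS luciferase output in stably transfected Drosophila Schneider cells, with compound added 1 hr before 700 uM copper sulfate induction and a 20 hr ambient-temperature incubation.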
Mito fusion act = mitochondrial division inhibition or fusion activation. Potency, µM (series often up to 46.1 µM), without a hit: at the highest dose growth rescue (activation), most hits filed as activators. S. cerevisiae fusion-defective mutant growth rescue, CellTiterGlo 48 h. 320,000 compounds, 0.23% hits;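 note: potency is the fitted concentration of half-maximal effect; % of control where 0% means no effect; nearly all actives have a fitted effect of over 45% in size; temperature-sensitive fusion mutants such as fzo1-1 at 37 °C on non-fermentable ethanol glycerol medium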
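Temperature-sensitive fusion-defective S. cerevisiae (e.g. fzo1-1, mgm1-5) were grown with compound in YPEG medium (3% ethanol, 3% glycerol) for 48 hours at 37C. Growth rescue was measured as viability by CellTiterGlo luminescence after 10 minutes at ambient.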
ELG1 repair inh = inhibitors of ELG1-dependent DNA repair in HEK293T cells. 330,000 compounds, 2.3% hits. Potency, µM (titrated, usually from 46.1 µM), for inactives: at the highest dose activity change, negative = inhibition, usual class: inhibitors. HEK293T ELG1-luciferase reporter, luminescence, 16 h; DNA damage induced by 5-fluorouridine; note: potency is the fitted concentration of half-maximal effect; % is set by controls: 0 for no effect and ±100 for the full control effect; nearly all actives have a fitted effect of over 55% in size
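5-Fluorouridine DNA damage + compound/DMSO, 2,000 cells/well, 16 h, 37 °C/5% CO2. ONE-Glo, 30 min RT, luminescence. Readout = decrease in reporter signal.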
PKM2 activator = activators of human pyruvate kinase M2; Potency, µM (top dose mostly 57.5 µM), without a hit: top-dose activation, actives largely listed as activators; purified PKM2, Kinase-Glo ATP luminescence, activation; response scale: 0% is enzyme alone, no compound; 260,000 compounds, 0.34% hits; note: potency is the fitted concentration of half-maximal effect; % is set by controls: 0 for no effect and ±100 for the full control effect; nearly all actives have a fitted effect of over 55% in size
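Kinase-Glo luminescence reports ATP generated from ADP (0.1 mM) and PEP (0.5 mM) by purified hPK-M2 after 1 h at room temperature, pH 7.2 imidazole buffer; intermediate enzyme activity allows detecting inhibitors and activators.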
FLuc counter = inhibits or activates purified firefly luciferase, miR-21 counter-screen | 360,000 compounds, 6.9% hits | Potency, µM (titrated, usually from 57.5 µM), for inactives: at the highest dose activity change, negative = inhibition, hits mostly inhibitors | P08659 | purified FLuc, Km substrates, luminescence inhibition;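 note: potency is the fitted concentration of half-maximal effect; plate controls were vehicle for no effect and reference inhibitor for full effect; nearly all actives have a fitted effect of over 55% in size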
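Purified P. pyralis luciferase (10nM final) with 10uM D-luciferin and 10uM ATP (Km levels) in 50mM Tris acetate pH 7.5, 10mM Mg acetate, 0.01% Tween-20, 0.05% BSA; qHTS 6-point titration, ~60 µM downward; luminescence read.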
Menin-MLL TR inh = menin-MLL binding inhibition, Texas Red mutant peptide; O00255; Menin + Texas Red MLL mutant peptide, fluorescence polarization; AID 1768; 270,000 compounds, 0.23% hits; Potency, µM (series often up to 61.6 µM), inactives show at the highest dose FP activity change, negative = inhibition, most hits filed as inhibitors; active = well fitted inhibition curve with a large enough effect in the polarisation, with a control signal flat, not every such curve was filed as active; inconclusive = small, poorly fitted or top-dose-only effect, or effect the other way, or a change in a side signal; inactive = no such curve, though single readings can be large or run the other way; the % refers to the polarisation; note: potency is the fitted concentration of half-maximal effect; % of control where 0% means no effect; many of its hits are not listed in these tables
Target sequence (O00255 whole entry, looked up): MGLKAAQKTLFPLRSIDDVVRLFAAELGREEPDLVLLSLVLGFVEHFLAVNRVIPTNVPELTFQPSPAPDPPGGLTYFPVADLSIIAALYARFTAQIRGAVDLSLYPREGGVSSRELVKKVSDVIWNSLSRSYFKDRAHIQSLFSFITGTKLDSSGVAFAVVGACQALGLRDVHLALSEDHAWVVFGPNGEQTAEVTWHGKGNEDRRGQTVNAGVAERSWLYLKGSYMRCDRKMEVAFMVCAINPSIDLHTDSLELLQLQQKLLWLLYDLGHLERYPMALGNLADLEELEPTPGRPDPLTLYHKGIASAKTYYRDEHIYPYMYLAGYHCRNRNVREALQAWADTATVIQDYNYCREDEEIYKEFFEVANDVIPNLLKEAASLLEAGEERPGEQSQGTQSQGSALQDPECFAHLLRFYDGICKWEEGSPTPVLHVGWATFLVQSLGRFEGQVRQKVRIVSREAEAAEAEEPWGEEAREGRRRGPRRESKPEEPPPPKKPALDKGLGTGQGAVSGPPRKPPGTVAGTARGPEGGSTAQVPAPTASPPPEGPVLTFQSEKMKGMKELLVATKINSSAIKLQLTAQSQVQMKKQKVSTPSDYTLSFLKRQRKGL
Rab9 promoter act = activators of Rab9 promoter. Huh7 Rab9 promoter-luciferase reporter, luminescence, 24 h. Potency, µM (top dose mostly 9.22 µM), inactives show at the top dose activation, negative = inhibition, hits mostly activators. 320,000 compounds, 2.8% hits; note: potency is the fitted concentration of half-maximal effect; % of control where 0% means no effect; nearly all actives have a fitted effect of over 60% in size
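Cell-based reporter: Huh7 stable for Rab9 promoter-driven luciferase, plated in reduced-serum medium with 10% FBS at 1500 cells/well, compound-treated 24 h at 37 °C, luminescence read after 10 min reagent.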
NPC1 promoter act = activators of NPC1 promoter; 320,000 compounds, 2.4% hits; Huh7 NPC1 promoter luciferase reporter, 24 h; Potency, µM (highest dose often 9.22 µM), for the others: at the top dose activation, most hits filed as activators;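 note: potency is the fitted concentration of half-maximal effect; % of control where 0% means no effect; nearly all actives have a fitted effect of over 60% in size; reporter is driven by a mutant NPC1 promoter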
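Huh7 cells stably carrying NPC1 promoter–luciferase, plated in Opti-MEM with 10% FBS for 2 h, were exposed to compound in DMSO for 24 h at 37 °C; luciferase reagent was added for 10 min and luminescence read.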
KCNH2 3.1 block = blocks the human KCNH2 3.1 channel isoform | U2OS KCNH2 3.1, thallium flux FluxOr; hits give low values | 340,000 compounds, 0.95% hits | activity change, % (tested at about 1.8 µM);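 active = maximum activity change below -70%; inconclusive = maximum activity change from -70% to -50%; inactive = maximum activity change above -50%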;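 note: thallium influx rate constant from kinetic fluorescence after stimulation buffer; % is set by controls: 0 for no effect and ±100 for the full control effect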
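Normalized rate constant (relative to positive and negative DMSO controls) derived from a 2 min kinetic fluorescence read after stimulation; U2OS cells expressing the 3.1 isoform via virus at 1.77 x 10^8 /mL.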
The depositor's hits bear a star; ? = inconclusive; / = not tested or not shown; [ ] = another dose, or the depositor's remark. Unless noted, calls come from the whole dose curve; as a rule, active = well fitted curve in the direction sought with a large enough effect; inconclusive = small, poorly fitted or top-dose-only effect, or another doubt; inactive = no such curve, though single readings can be large; an effect the other way counts as inactive or inconclusive. Only part of the results is shown. The share of hits here may be higher or lower than overall.

SMILES	MBNL1-CUG inh	VP16 counter	RORgamma inh	Mito fusion act	ELG1 repair inh	PKM2 activator	FLuc counter	Menin-MLL TR inh	Rab9 promoter act	NPC1 promoter act	KCNH2 3.1 block
CCOC(=O)c1[nH]cnc1C(=O)Nc1ccccn1	-1.4%	-0.1%	?	1.2%	?	-0.8%	4.6%	?	5.0%	-3.5%	-11.6
Cc1cc(C(=O)CSc2ccccc2)cc(C)c1O	-1.5%	-0.3%	1.0%	28.8%	?	/	19µM*	33.0%[activator]	-0.1%	?	1.2
Cc1cccc(NC(=O)c2c(C)nn(-c3ccccc3)c2Cl)c1	4.2%	6.6%	15.1%	12.2%	?	-1.9%	13.5µM*	3.3%	?	?	11.3
COc1ccccc1NS(=O)(=O)c1cccc(NC(=O)NC2CCCCC2)c1	-4.0%	-12.0%	?	-1.0%	?	10.2%	2.2%	14.8%	-4.4%	0.6%	-15.2
Cc1cc(C)cc(NC(=O)C(=O)NCC2CCCN2S(=O)(=O)c2cccs2)c1 (stereo unspecified)	/	/	/	9.1%	-28.1%	/	-8.3%	/	1.3%	6.3%	15.0
COc1ccc(C(=O)NC(=S)NCc2ccco2)cc1Br	-8.1%	6.31µM*	3.55µM*	-2.8%	-8.2%	-1.9%	-5.0%	/	-4.1%	2.6%	/
COc1cccc(CN(C)C(=O)CNC(=O)c2sc3ccccc3c2Cl)c1OC	/	/	/	5.0%	-29.9%	/	?	/	2.2%	-0.7%	3.5
CCOc1ccccc1NC(=O)c1ccccc1N(C)S(C)(=O)=O	-0.7%	0.1%	0.6%	-0.9%	-3.2%	8.1%	-1.4%	0.2%	-5.0%	-0.7%	-2.0
CCC(C)c1ccc(OCCCCN2CCOCC2)cc1 (stereo unspecified)	4.3%	-0.7%	33.4%	6.8%	0.5%	4.0%	-3.5%	-10.6%	0.2%	-1.1%	-35.4
CC(=Nc1ccccc1O)c1sc2ccccc2c1O	?	?	2µM*	2.0%	?	3.7%	9.53µM*	/	?	5.7%	-5.0
COc1cc(NC(=O)c2ccccc2)c(OC)cc1NC(C)=O	4.2%	-3.3%	-10.8%	4.1%	-23.6%	-0.3%	-0.6%	38.4%[activator]	-1.0%	-2.7%	0.5
OC(COc1ccc2c(c1)CCC2)Cn1cnc2ccccc21 (stereo unspecified)	-0.3%	?	?	2.3%	21.5%	-15.9%	?	-1.1%	17.9%	14.5%	9.3
COc1ccc(C(=O)Cn2nnc(-c3ccccc3NC(=O)C3CC3)n2)cc1	-2.3%	2.0%	-5.1%	-0.5%	-3.0%	2.8%	-0.8%	19.4%	4.1%	-2.0%	3.1
CCCN(CC(=O)Nc1ccccc1C)C(=O)Cc1c(C)nc2ccccc2c1C	/	/	/	8.6%	-8.6%	/	/	/	-4.2%	-5.7%	-15.4
Cn1cccc1/C=C(\C#N)c1ccccc1	9.8%	-10.2%[10 µM]	-2.4%	25.8%	22.0%	0.4%	?	?	-5.2%	-1.3%	-10.2
CCOc1ccc(N2C(=O)CC(N(Cc3ccco3)C(C)=O)C2=O)cc1 (stereo unspecified)	2.8%	-5.9%	21.6%	7.4%	?	11.0%	-1.7%	15.3%	-4.3%	-7.0%	4.0
COc1ccc(NC(=O)N2CCCC2C(=O)Nc2ccccc2F)cc1 (stereo unspecified)	7.0%	-9.4%	-4.0%	0.4%	-2.3%	2.1%	0.8%	25.1%	-4.5%	-1.1%	1.0
Cc1ccc(S(=O)(=O)N(CC(O)CN2C(=O)NC(C)(C)C2=O)c2cccc([N+](=O)[O-])c2)cc1 (stereo unspecified)	?	?	0.4%	12.8%	7.2%	-0.8%	-3.5%	-0.5%	-0.4%	0.3%	0.2
O=C(COC(=O)c1ccc(NS(=O)(=O)c2cccs2)cc1O)NC1CCCCC1	1.5%	-0.5%	16.0%	-2.5%	?	-1.4%	2.0%	/	-3.7%	-2.4%	7.8
CCOc1cc(NC(=O)Nc2ccccc2)c(OCC)cc1NC(=O)CC	-4.3%	1.0%	40.9%	3.2%	-9.7%	-2.3%	2.9%	7.8%	1.2%	-0.5%	0.1
CC(C)Cc1nc2sc3c(NCc4ccco4)ncnc3c2c2c1COC(C)(C)C2	9.0%	-1.1%[0.365 µM]	-38.1%	-3.3%	?	-3.2%	-3.0%	-2.3%	-11.7%	0.6%	-2.4
CCc1cc(=O)oc2cc3occ(C)c3cc12	0.5%	-1.6%	1.3%	3.7%	-18.7%	2.5%	7.7%	3.2%	1.6%	-1.2%	-2.4
COCCNC(=S)N1CCN(C)CC1	-3.6%	-2.0%	16.5%	1.3%	-0.4%	-4.2%	-0.5%	/	-0.5%	-3.9%	18.2
O=C(CCS(=O)(=O)c1ccc(Br)cc1)NCc1cccs1	-7.1%	1.7%	13.0%	-3.6%	14.2%	0.3%	8.2%	2.2%	-2.1%	4.0%	-0.5
CCCc1cc(=O)[nH]c(SCC(=O)c2c(C)[nH]c3ccccc23)n1	-8.4%	?	30.2%	0.9%	1.7%	2.7%	-3.0%	/	1.9%	-5.0%	-7.2
O=C(COc1ccc(Cl)cc1)Nc1ccc(CN2CCOCC2)cc1	/	/	/	5.2%	?	/	/	/	-13.5%	-0.7%	2.0
O=C(COC(=O)c1cccc(S(=O)(=O)N2CCCC2)c1)NCc1ccccc1	1.8%	-9.9%[10 µM]	-0.9%	8.4%	10.8%	1.8%	-0.4%	20.7%	8.2%	-4.4%	4.0
Cc1ccc(/C(O)=C2/C(=O)C(=O)N(c3ccccn3)C2c2cccc([N+](=O)[O-])c2)cc1 (stereo unspecified)	?	-0.8%	?	0.3%	0.7%	/	1.1%	?	1.1%	4.6%	2.9
O=[N+]([O-])CC1(n2nc3ccccc3n2)CCCCC1	/	/	/	-5.4%	?	/	-0.6%	/	-5.0%	-0.5%	3.1
Cc1c(C(=O)OCc2ccccc2)[nH]c2c1C(=O)CC(c1ccco1)C2 (stereo unspecified)	0.7%	?	-18.4%	-2.7%	?	?	1.9%	?	-19.3%	-15.4%	-0.7
CC1CCc2c(sc3nc(SCC(=O)NCc4ccco4)nc(N)c23)C1 (stereo unspecified)	-1.1%	-7.0%	?	3.4%	-6.4%	10.7%	4.78µM*	-1.5%	2.9%	12.9%	10.9
Cc1cc(=O)oc2c3c(cc(OCC(=O)NC(C)C)c12)OC(C)(C)CC3	-1.2%	4.2%	1.0%	16.0%	-1.4%	/	-2.2%	?	-1.4%	2.3%	2.0
CCc1nc2n[nH]c(N)c2c2c1CSC(C)(C)C2	-0.5%	27.8%	?	-2.1%	?	-11.4%	2.0%	8.5%	-2.3%	-4.1%	0.7
C=CCOc1c(/C=N\NC(N)=O)cccc1OC	-13.7%	-2.1%	5.5%	9.4%	0.0%	-3.7%	-0.5%	/	0.3%	-9.0%	-3.0
Cn1nnc2cc(C(=O)Nc3ccc(Cl)cc3)ccc21	5.2%	0.1%	24.5%	2.6%	?	-2.6%	-13.5%	?	3.55µM*	?	7.3
O=C(O)CCCC(=O)Nc1ccc(C(=O)N2CCCCC2)cc1	10.5%	-2.3%	-12.1%	-4.7%	/	-8.0%	-2.9%	14.6%	/	/	3.4
Cc1c(NC(=O)c2ccc3c(c2)OCO3)cccc1-c1nc2ccccc2s1	2.2%	-5.3%	-0.9%	1.4%	-20.7%	3.6%	3.38µM*	-6.9%	2.6%	4.8%	-4.6
CN(Cc1cccnc1)Cc1cn(Cc2ccccc2)nc1-c1ccc2c(c1)OCO2	-5.6%	-6.0%	15.6%	9.1%	?	4.7%	-0.9%	-9.5%	-0.4%	-0.4%	2.1
COc1ccc(NC2=CC(=O)CC(c3ccccc3)C2)c(OC)c1 (stereo unspecified)	2.7%	-4.5%	?	-1.2%	?	-0.9%	?	4.6%	-3.5%	-26.9%	5.5
CCCCCC(=O)Nc1ccc(-c2csc(C)n2)cc1	-11.2%	4.6%	?	5.1%	?	-18.7%	15.1µM*	5.8%	?	20.5%	9.4
C#CCOC(=O)Nc1cccn(Cc2c(Cl)cccc2Cl)c1=O	10.6%	-5.9%	?	-1.7%	-11.4%	2.9%	16.9µM*	-11.5%	-6.4%	-20.7%	-3.3
